Bioassay records (PubChem)
CF NFkB inh: cystic fibrosis NF-kB activation inhibition. KKLEB NF-kB-GFP reporter, PAF-induced, GFP fluorescence overnight. inhibition, % at 5 µM. actives 0.86% (n = 360,000);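 active means at least 50% inhibition at 5 µM, scaled per plate between neutral and stimulator controls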;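 further: PAF is a Pseudomonas aeruginosa culture filtrate used as stimulus; plate controls were PAF-stimulated DMSO wells for no effect and unstimulated DMSO wells for full effect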
MITF TRPM1 inh: MITF TRPM1 promoter inhibition in SK-MEL-5 cells; SK-MEL-5 TRPM1 promoter luciferase, 24 h; inhibition, % at 12.5 µM; actives 0.83% (n = 330,000); AID 488899;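 active means mean inhibition across replicates of 60% or more, whatever share of single replicates reaches that level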; further: values of inactives mirror those of a sister screen read the other way
Peg3 promoter: Peg3 promoter activity inhibition; HeLa PEG-Prom luciferase reporter, luminescence, overnight; inhibition, % at 20 µM; actives 1.7% (n = 360,000); AID 588405;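 active means inhibition of at least 50% at 20 µM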
KKLEB tox: CF airway cell cytotoxicity counter-screen; KKLEB CF airway cells viability, ATPlite luminescence, overnight; hits give low values; cells stimulated with P. aeruginosa culture filtrate; activity change (cytotoxicity), % at 5 µM; actives 0.36% (n = 360,000); AID 602141;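 active means corrected activity change at or below -50% at 5 µM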
TWEAK Fn14 block: blocks TWEAK-Fn14 interaction in a reporter cell assay; TWEAK-stimulated Fn14 reporter cells, luciferase luminescence, 8 h; inhibition, % at 10 µM; AID 1159606; actives 2% (n = 360,000); in the data active means inhibition above about 50%
TRAIL sens C8: caspase-8 TRAIL sensitization; NB7+C8 cells + TRAIL, ATPlite viability luminescence; inhibition (viability loss, TRAIL sensitization), % at 10 µM; actives 1% (n = 360,000); AID 624354;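 active means compounds causing at least 50% loss of cell viability in the single-dose screen, relative to plate controls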
HIF-2a block: blocks HIF-2a reporter activity; 786-0 RCC cells HIF-2a reporter, luciferase luminescence, overnight; AID 624352; actives 0.72% (n = 360,000); inhibition, % at 18.8 µM;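 active means inhibition of the luminescence signal of 40% or more relative to plate controls, in a single-dose primary screen at 18.75 µM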
NR2E3 ag-1: agonists of human nuclear receptor NR2E3; Q9Y5X4; GST-NR2E3/biotin-RetCOR TR-FRET, 1536-well; inhibition of corepressor binding, % at 4.78 µM; actives 0.12% (n = 320,000); AID 2300;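 active means percent inhibition above the cutoff of mean plus 3 SD of all tested compounds, set per screening campaign, cut at about 20% in these data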;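 further: 0% = DMSO wells and 100% = biotin wells as full block of FRET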
Target sequence (Q9Y5X4 whole entry, looked up): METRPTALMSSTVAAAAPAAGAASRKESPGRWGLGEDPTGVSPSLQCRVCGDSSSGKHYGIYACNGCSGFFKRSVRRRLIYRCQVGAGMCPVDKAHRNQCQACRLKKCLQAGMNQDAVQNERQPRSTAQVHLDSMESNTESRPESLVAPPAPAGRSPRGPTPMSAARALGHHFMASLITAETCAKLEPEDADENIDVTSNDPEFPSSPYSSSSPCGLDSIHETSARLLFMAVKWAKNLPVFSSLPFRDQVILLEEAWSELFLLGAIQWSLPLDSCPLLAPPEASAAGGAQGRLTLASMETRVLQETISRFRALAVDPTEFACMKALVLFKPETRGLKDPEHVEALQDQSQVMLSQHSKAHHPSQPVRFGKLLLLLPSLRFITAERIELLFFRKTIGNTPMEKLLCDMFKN
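Format: 1536-well format; test system: GST-NR2E3 and biotin-RetCOR proteins; read-out basis: percent inhibition of TR-FRET ratio; timing: 5 h incubation at 4 °C; detection: time-resolved FRET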
NR2E3 ag-2: activates human NR2E3 receptor; AID 602229; CHO-S Gal4-NCOR/VP16-NR2E3 two-hybrid, luciferase; inhibition of corepressor binding, % at 3.98 µM; actives 0.35% (n = 360,000);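 active means inhibition above the mean of all tested compounds plus 3 SD, cut at about 70% in these data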;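 further: 0% = DMSO with NR2E3 transfected cells and 100% = cells lacking NR2E3 construct; higher means lower luciferase signal from less NR2E3 corepressor binding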
Shn3 3UTR inh: inhibitors of Schnurri-3 3'UTR reporter in osteoblasts | Clone20 osteoblast Shn3 3'UTR firefly luciferase, 24 h | inhibition, % at 12.5 µM | actives 0.52% (n = 360,000);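 active means mean inhibition of at least 75% with every replicate also reaching 75%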;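 further: 0% = median of neutral control wells and 100% = pilot-screen positive control compound; some compounds past the cut are filed as inactive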
TROY signal inh: inhibitors of TROY-dependent NF-kB signaling | Q293 LMP1-TROYcd NF-kB luciferase reporter, 4 h | inhibition, % at 10 µM | actives 0.98% (n = 360,000);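 active means compounds whose plate-normalised and pattern-corrected inhibition of the luciferase reporter signal at the single screening dose is 50% or more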
* hit, by the source's call; nt = not tested or not shown.

SMILES | CF NFkB inh | MITF TRPM1 inh | Peg3 promoter | KKLEB tox | TWEAK Fn14 block | TRAIL sens C8 | HIF-2a block | NR2E3 ag-1 | NR2E3 ag-2 | Shn3 3UTR inh | TROY signal inh
CCCCC[C@@H]1C=C(C(=O)O)[C@H](c2ccc(Cl)cc2)N1S(=O)(=O)c1ccc(C)cc1 | 1 | -8 | -1 | 7 | 12 | 0 | 1 | nt | 23 | -29 | 16
COC(=O)c1cc(-c2cc(OC)ccc2OC)nc2c1c(=O)n(C)c(=O)n2Cc1ccccc1 | 17 | 1 | 30 | -16 | 35 | 7 | 23 | 6 | -7 | 22 | 24
CC(C)CN(C(=O)c1ccc(F)cc1F)c1c(N)n(CC(C)C)c(=O)[nH]c1=O | -7 | 0 | -9 | 14 | 22 | -3 | 9 | -1 | -5 | 0 | -2
Cc1cc(C)c2nc(NC(=O)CN3C(=O)NC4(CCCC4)C3=O)sc2c1 | 12 | 45 | -34 | -14 | 20 | -5 | -23 | 3 | -41 | 6 | -22
C[C@@H]1CN(Cc2nc(-c3ccc(Cl)cc3)no2)C[C@H](C)O1 | 9 | -12 | -30 | 16 | -32 | 1 | -23 | 8 | -34 | -1 | -6
Cc1ccc(CS(=O)(=O)CCC(=O)NCc2ccccn2)cc1 | 11 | 2 | 2 | -1 | -24 | 1 | 14 | 2 | -6 | -7 | 20
Cc1cccc(S(=O)(=O)NNC(=O)c2cc(-c3ccc(F)cc3)nc3ccccc23)c1 | -4 | 3 | 12 | 3 | 2 | 1 | -9 | 4 | -51 | nt | 22
O=C(CN1CCN(S(=O)(=O)c2ccccc2Cl)CC1)NCC1(N2CCOCC2)CCCCC1 | -12 | -7 | 14 | 9 | -4 | -11 | 5 | nt | 15 | 11 | -6
COc1cc2c(cc1NC(=O)C(C)OC(=O)/C=C/c1ccc(OC(F)F)cc1)oc1ccccc12 (stereo not drawn) | -26 | -21 | -122 | 4 | -3 | 1 | -201 | -1 | -55 | -55 | -29
CCCC(=O)N1CCCC1(C)C(=O)Nc1ccc(-n2cncn2)cc1 (stereo not drawn) | -22 | nt | -13 | 1 | 7 | -2 | -6 | nt | -1 | -14 | 9
CCCNCc1cc(OCC)c(OCC(N)=O)cc1Br | 5 | -5 | 6 | -3 | -5 | -16 | 15 | 6 | -22 | 6 | 7
CC1(C)CC(CNCCC(c2ccc(F)cc2)c2ccco2)CCO1 (stereo not drawn) | -20 | 8 | -24 | 10 | 3 | 1 | 9 | -4 | 3 | 5 | -7
CCOc1cccc(C2C(C(=O)c3ccc(C)o3)=C(O)C(=O)N2Cc2ccccc2)c1 (stereo not drawn) | 18 | 2 | 11 | -16 | 4 | 0 | 22 | nt | -34 | 6 | -15
N#CC1=C(N)N(c2ncn[nH]2)C2=C(C(=O)CCC2)C1c1ccc(F)cc1 (stereo not drawn) | 5 | 17 | -9 | 4 | 47 | -7 | 3 | 0 | 15 | -3 | 0
OC[C@H]1O[C@H](OCCc2ccc(O)cc2)[C@H](O)[C@@H](O)[C@@H]1O | -7 | -1 | 6 | 0 | 14 | 8 | -8 | nt | -2 | 4 | -6
C[C@@H](c1ccccc1)N1C[C@@H](COCc2ccccc2)Oc2cc(N3CC[C@H](N(C)C)C3)ccc2S1(=O)=O | nt | nt | nt | nt | -15 | 22 | -16 | nt | -4 | nt | 1
Cc1ccc(Nc2nc(CSc3nnc(-c4ccncc4)n3-c3ccccc3C)cs2)cc1 | 24 | -4 | -15 | -22 | 74* | 21 | -51 | -2 | -16 | 77 | 44
COc1ccc(O)c(C(=O)c2cnc3c(c2)c(C)nn3C)c1 | 12 | -8 | 15 | 0 | 15 | -1 | 21 | 2 | 2 | -3 | -11
COc1ccccc1N(CC(=O)Nc1ccc2c(c1)OCCO2)S(=O)(=O)c1ccc(C)cc1 | 1 | 11 | 34 | 6 | 31 | 10 | 18 | 4 | -14 | -5 | 12
O=C(NCCC1CCCCN1S(=O)(=O)c1ccccc1)C(=O)NCc1ccncc1 (stereo not drawn) | -33 | 11 | 25 | 22 | 3 | 10 | 33 | 4 | 5 | -4 | -15
CCCCN(C)CCCNC(=O)c1cc(-c2cccnc2)nc2ccccc12 | 7 | -3 | 4 | 1 | -12 | 8 | 7 | -2 | 6 | 23 | -25
Cc1ccc(S(=O)CCNC(=O)Cc2ccccc2)cc1 (stereo not drawn) | 11 | 1 | 0 | -19 | 36 | 1 | 9 | 2 | -19 | 0 | -2
Cc1cc(Cl)c2oc(C(=O)N(C)CCCCN3CCOCC3)c(C)c2c1 | 1 | 7 | 8 | -10 | -36 | 15 | -1 | 7 | 0 | 22 | -6
COc1ccc(CC(=O)Oc2ccc(C(C)(C)C)cc2)cc1S(=O)(=O)N1CCOCC1 | 10 | 9 | 8 | 0 | -14 | 7 | 9 | 2 | 4 | -7 | 23
Cc1ccc(S(=O)(=O)NCCC(=O)OCC(=O)N(Cc2ccccc2)C(C)(C)C)cc1C | 2 | 3 | 5 | 5 | -2 | 17 | 2 | 1 | -4 | 13 | -3
(next part)
SMILES | CF NFkB inh | MITF TRPM1 inh | Peg3 promoter | KKLEB tox | TWEAK Fn14 block | TRAIL sens C8 | HIF-2a block | NR2E3 ag-1 | NR2E3 ag-2 | Shn3 3UTR inh | TROY signal inh
CCC(=O)N1CCN=C1SCc1c(F)cccc1Cl | -11 | 8 | 10 | 4 | 13 | -10 | 13 | 2 | -4 | -6 | -12
COC(=O)c1sc(N2CCN(c3ccc(Cl)cc3)CC2)nc1N | -15 | 21 | -21 | 7 | -65 | 19 | -91 | 1 | -3 | 15 | -4
Nc1nc2ncc(C(=O)c3cc(Cl)cc(Cl)c3O)cc2s1 | -33 | 6 | 1 | -1 | -15 | -8 | -9 | 0 | -33 | -5 | -7
CS(=O)(=O)c1cccc(C(=O)Nc2cccc(-c3nc4ccccc4[nH]3)c2)c1 | -15 | -3 | -53 | 2 | -7 | 22 | -91 | 2 | 16 | -10 | -49
Fc1ccccc1/C=C1\CCCC2=C1Nc1nnnn1C2c1ccccc1F (stereo not drawn) | 3 | 4 | 31 | -7 | 42 | -8 | 3 | 0 | 9 | 13 | 10
Cc1ccc(-n2nc3c(c2NC(=O)c2ccc(OC(C)C)cc2)CS(=O)C3)cc1 (stereo not drawn) | -6 | -3 | -1 | 0 | -7 | -17 | 5 | -1 | 3 | 8 | 15
COc1ccc(S(=O)(=O)N2CCC(C(=O)NCCC(=O)NCCc3cccc(F)c3)CC2)cc1 | 15 | nt | 1 | -14 | 1 | -10 | -6 | nt | -2 | 2 | -8
Fc1cccc(CN2CCN(Cc3nc(CCc4ccccc4)no3)CC2)c1 | 0 | -2 | 11 | -6 | 4 | -5 | 18 | -2 | 10 | 0 | 15
Cc1cccc(C)c1NC(=O)c1sc(N)nc1-c1ccccc1 | 7 | -5 | 8 | -6 | -5 | 2 | 14 | 2 | 3 | -8 | -41
CCOC(=O)c1c(C)oc2ccc(NS(=O)(=O)c3ccc4c5c(cccc35)C(=O)N4)cc12 | -8 | 21 | 28 | 8 | 8 | -16 | 15 | 3 | 26 | 0 | 34
O=C(c1cccc(S(=O)(=O)NCc2ccccc2)c1)N1CCCC1 | 10 | 3 | 8 | -12 | -21 | 1 | 19 | 1 | 9 | 2 | 0
COc1ccc(NC(=O)c2ccc(NC(=O)c3nc4nccc(C)n4n3)cc2)cc1 | 12 | -7 | -26 | -11 | -9 | 13 | -16 | nt | -10 | -27 | -8
O=C(c1cccc(Oc2ccc([N+](=O)[O-])cc2Cl)c1)N1CCOCC1 | 0 | 9 | 10 | -2 | -9 | -10 | -3 | -6 | -15 | 5 | 18
Cc1cc(OCCOc2cccc3cccnc23)c(C)cc1Cl | -7 | -22 | -46 | -7 | -15 | -7 | -30 | -2 | 12 | -10 | -11
CCCOC(=O)NC(CC)COC(=O)Nc1cc(C)ccc1C (stereo not drawn) | 9 | -4 | 8 | -2 | 13 | -5 | -3 | 1 | -17 | 2 | 9
CC(C)CCNC(=O)c1ccc(CS(=O)(=O)Cc2ccccc2F)o1 | -1 | 10 | 13 | 1 | -3 | 2 | 12 | 1 | 4 | nt | -2
Cc1cc(NC(=O)c2ccco2)c(=O)n(Cc2c(F)cccc2Cl)c1 | 9 | 4 | -2 | 7 | 31 | -13 | -15 | 3 | -28 | 10 | 20

2 records drawn at random from those above, as already listed:
SMILES | CF NFkB inh | MITF TRPM1 inh | Peg3 promoter | KKLEB tox | TWEAK Fn14 block | TRAIL sens C8 | HIF-2a block | NR2E3 ag-1 | NR2E3 ag-2 | Shn3 3UTR inh | TROY signal inh
COc1cc2c(cc1NC(=O)C(C)OC(=O)/C=C/c1ccc(OC(F)F)cc1)oc1ccccc12 (stereo not drawn) | -26 | -21 | -122 | 4 | -3 | 1 | -201 | -1 | -55 | -55 | -29
Cc1ccc(S(=O)(=O)NCCC(=O)OCC(=O)N(Cc2ccccc2)C(C)(C)C)cc1C | 2 | 3 | 5 | 5 | -2 | 17 | 2 | 1 | -4 | 13 | -3

Part of the list above, set out differently.
smiles,CF NFkB inh,MITF TRPM1 inh,Peg3 promoter,KKLEB tox,TWEAK Fn14 block,TRAIL sens C8,HIF-2a block,NR2E3 ag-1,NR2E3 ag-2,Shn3 3UTR inh,TROY signal inh
CCC(=O)N1CCN=C1SCc1c(F)cccc1Cl,-11,8,10,4,13,-10,13,2,-4,-6,-12
COC(=O)c1sc(N2CCN(c3ccc(Cl)cc3)CC2)nc1N,-15,21,-21,7,-65,19,-91,1,-3,15,-4
Nc1nc2ncc(C(=O)c3cc(Cl)cc(Cl)c3O)cc2s1,-33,6,1,-1,-15,-8,-9,0,-33,-5,-7
CS(=O)(=O)c1cccc(C(=O)Nc2cccc(-c3nc4ccccc4[nH]3)c2)c1,-15,-3,-53,2,-7,22,-91,2,16,-10,-49
Fc1ccccc1/C=C1\CCCC2=C1Nc1nnnn1C2c1ccccc1F (stereo not drawn),3,4,31,-7,42,-8,3,0,9,13,10
Cc1ccc(-n2nc3c(c2NC(=O)c2ccc(OC(C)C)cc2)CS(=O)C3)cc1 (stereo not drawn),-6,-3,-1,0,-7,-17,5,-1,3,8,15
COc1ccc(S(=O)(=O)N2CCC(C(=O)NCCC(=O)NCCc3cccc(F)c3)CC2)cc1,15,nt,1,-14,1,-10,-6,nt,-2,2,-8
Fc1cccc(CN2CCN(Cc3nc(CCc4ccccc4)no3)CC2)c1,0,-2,11,-6,4,-5,18,-2,10,0,15
Cc1cccc(C)c1NC(=O)c1sc(N)nc1-c1ccccc1,7,-5,8,-6,-5,2,14,2,3,-8,-41
CCOC(=O)c1c(C)oc2ccc(NS(=O)(=O)c3ccc4c5c(cccc35)C(=O)N4)cc12,-8,21,28,8,8,-16,15,3,26,0,34
O=C(c1cccc(S(=O)(=O)NCc2ccccc2)c1)N1CCCC1,10,3,8,-12,-21,1,19,1,9,2,0

An excerpt; rates above refer to the full screens.
